Eya2 inh: Eya2 (human) phosphatase inhibition. O00167. actives 0.006% (n = 330,000). Potency, µM (highest dose often 76.9 µM), without a hit: top-dose activity, negative = inhibition, usual class: inhibitors. recombinant Eya2, OMFP fluorescence dephosphorylation (OMFP is methylfluorescein phosphate); also: potency is read from the fitted curve at half-maximal effect; % is scaled to controls: 0 for no effect and ±100 for the full control effect
Target sequence (O00167 whole entry, looked up): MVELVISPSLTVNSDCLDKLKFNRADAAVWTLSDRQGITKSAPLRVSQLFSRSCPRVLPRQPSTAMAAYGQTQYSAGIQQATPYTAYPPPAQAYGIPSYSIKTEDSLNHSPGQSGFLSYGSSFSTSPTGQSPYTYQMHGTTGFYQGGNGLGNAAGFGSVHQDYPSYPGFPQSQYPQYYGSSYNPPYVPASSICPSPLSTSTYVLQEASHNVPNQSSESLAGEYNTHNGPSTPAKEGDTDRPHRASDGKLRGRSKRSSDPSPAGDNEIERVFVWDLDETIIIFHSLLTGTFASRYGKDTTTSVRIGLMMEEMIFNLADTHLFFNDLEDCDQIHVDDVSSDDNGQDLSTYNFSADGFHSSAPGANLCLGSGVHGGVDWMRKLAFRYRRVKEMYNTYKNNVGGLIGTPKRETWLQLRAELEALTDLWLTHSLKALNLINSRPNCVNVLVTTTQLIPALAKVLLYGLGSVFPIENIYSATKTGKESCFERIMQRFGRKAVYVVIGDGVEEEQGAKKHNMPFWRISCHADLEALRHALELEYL
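Eya2 (0.2 uM) preincubated 10 min at ambient with compound, then OMFP substrate added at 50 uM; 10 min reaction in 50 mM HEPES pH 7.5, 50 mM NaCl, 5 uM MgCl2, 0.05% BSA, 1 mM DTT. Fluorescence read at Ex 485/Em 525 nm.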
TRPV1 agonist: agonists of human vanilloid receptor 1 (TRPV1) | actives 0.19% (n = 320,000) | activation, % at 8.33 µM | TRPV1-expressing cells, Fluo-8 calcium influx, agonist mode | Q8NER1; in the data active = activation above about 80%; inconclusive = between about 30% and that limit; also: 0% is about no effect
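TRPV1-expressing cells were cultured overnight at 35.5C and loaded with Fluo-8 calcium dye for 40 to 90 min at room temperature. After a 10 s baseline, compound was added and calcium influx was read kinetically for 3 min (ex 480/em 520 nm).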
PTAP TSG101 blk: blocks PTAP/TSG101 interaction to inhibit HIV-1 budding; Q99816; Fluorescence polarization, FITC-PTAP peptide / Tsg101 binding; Potency, µM (top dose mostly 115 µM), inactives show at the highest dose activity change, negative = inhibition, actives largely listed as inhibitors; 340,000 tested, under 10 active; AID 493005; active = well fitted inhibition curve with a large enough effect in the main read-out, with a control signal flat, not every such curve was filed as active; inconclusive = small, poorly fitted or top-dose-only effect, or effect the other way, or a change in a side signal; inactive = no such curve, though single readings can be large or run the other way; also: potency is read from the fitted curve at half-maximal effect; % of control where 0% means no effect
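Fluorescence polarization binding of Tsg101 binding domain (10 uM final) to FITC-labeled PTAP peptide (50 nM final) in HEPES pH 7.5 buffer with NaCl, Tween 20, EDTA, TCEP. Compounds added before peptide; binding 20 min at RT.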
USP2a block: USP2a (human) protease inhibition. O75604. USP2 core, Ub-CHOP2 coupled fluorogenic reporter, 485/531. Potency, µM (titrated, usually from 38.3 µM), for inactives: at the top dose activity change, negative = inhibition, hits mostly inhibitors. actives 0.01% (n = 330,000);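 also: potency is read from the fitted curve at half-maximal effect; plate controls were DMSO wells for no effect and full inhibition by NEM control for full effect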
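Cell-free coupled assay: 10nM USP2 core preincubated 30min RT with compound in Tris-HCl pH 8.0/CaCl2/CHAPS buffer, then 25nM Ub-CHOP2 and 25nM reporter substrate; fluorescence (Ex 485/Em 531) read after 60min RT, normalized to NEM inhibition, concentration-response curves fitted.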
B2AR arrestin: recruits beta-arrestin to the human beta2-adrenergic receptor | P07550 | beta-arrestin recruitment to beta2AR, cell-based reporter | Potency, µM (titrated, usually from 46.1 µM), for the others: at the top dose activation, hits mostly activators | actives 0.02% (n = 330,000) | AID 492947;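 also: potency is read from the fitted curve at half-maximal effect; 0% = DMSO controls and full agonism = EC100 isoproterenol or metaproterenol; nearly all actives have a fitted effect of over 65% in size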
Integrin act MD: integrin-mediated muscular dystrophy alleviation activation; alpha7betagal myoblasts, beta-gal FDG fluorescence, 48 h; AID 624291; actives 0.064% (n = 350,000); Potency, µM (top dose mostly 38.3 µM), without a hit: at the highest dose activation, actives largely listed as activators;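 also: potency is read from the fitted curve at half-maximal effect; 100% = response of the positive control SU9516; nearly all actives have a fitted effect of over 60% in size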
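Alpha7betagal+/- myoblasts (passage 13) were plated 16-24 hr, then exposed to compounds (1:260 dilution of DMSO stock) for 48 hours at 37C. After MPER lysis, β-galactosidase reporter activity was read as FDG fluorescence (ex 480/em 540) after 30 minutes.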
ELG1 genotoxic: inducers of genotoxicity in HEK293T ELG1-luciferase cells | HEK293T ELG1-luciferase reporter, luminescence, 16 h | Potency, µM (titrated, usually from 46 µM), inactives show top-dose activity change, positive = activation, most hits filed as activators | actives 1.3% (n = 330,000) | AID 504466; also: potency is read from the fitted curve at half-maximal effect; % of control where 0% means no effect; nearly all actives have a fitted effect of over 60% in size
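Cells (2,000/well) expressing the ELG1-luciferase fusion are dosed by pin tool and kept 16 hr at 37 °C, 5% CO2. Signal comes from ONE-Glo luciferase reagent after 30 min at room temperature.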
uPA surface inh: cell surface uPA generation inhibition. cell surface uPA generation assay, qHTS. AID 540303. actives 0.31% (n = 330,000). Potency, µM (highest dose often 38.3 µM), inactives show at the top dose activity change, negative = inhibition, most hits filed as inhibitors; active = well fitted inhibition curve with a large enough effect; inconclusive = small, poorly fitted or top-dose-only effect; inactive = no such curve, though single readings can be large or run the other way; tested in mouse RAW 264.7 cells; also: potency is read from the fitted curve at half-maximal effect; % is scaled to controls: 0 for no effect and ±100 for the full control effect; nearly all actives have a fitted effect of over 55% in size
p53 reactivator: restores transcriptional activity of mutant p53 | AID 504706 | Potency, µM (titrated, usually from 92.2 µM), inactives show at the highest dose activity change, positive = activation, usual class: activators | H1299 p53-A138V BP100-luciferase reporter, luminescence, 24 h | actives 0.063% (n = 320,000); also: potency is read from the fitted curve at half-maximal effect; % of control where 0% means no effect; nearly all actives have a fitted effect of over 45% in size
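p53-null H1299 cells stably carrying temperature-sensitive p53-A138V and a BP100-luciferase reporter were pinned with compounds (4-point, 1:5 series) and held 24 hrs at 37 deg C. Luminescence was read 10 min after detection reagent.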
BRCA1 expr up: increases BRCA1 expression | actives 1.1% (n = 380,000) | AID 624202 | Potency, µM (series often up to 46.1 µM), without a hit: at the highest dose activation, actives largely listed as activators | MCF7-BRCA1-FFLuc reporter, luminescence, 48 h; response scale: scaled: vehicle 0%, 10 µM genistein 100%; also: potency is read from the fitted curve at half-maximal effect; nearly all actives have a fitted effect of over 80% in size; some results filed as inactive show a strong effect at the top dose
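MCF7-BRCA1-FFLuc, 2000 cells/well; 2 h attach, 37 °C/5% CO2; compound 48 h; luciferase substrate 15 min; luminescence end-point. Norm. to genistein 10 microM max activation and DMSO; concentration-response curves fitted.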
ASM inhibitor: human S-ASM enzyme inhibition. actives 0.006% (n = 340,000). AID 504937. Potency, µM (titrated, usually from 57.5 µM), for the others: at the top dose activity change, negative = inhibition, usual class: inhibitors. placental ASM, HMU-PC fluorogenic substrate, 60 min. P17405; also: potency is read from the fitted curve at half-maximal effect
Target sequence (P17405 47-631 limits assumed): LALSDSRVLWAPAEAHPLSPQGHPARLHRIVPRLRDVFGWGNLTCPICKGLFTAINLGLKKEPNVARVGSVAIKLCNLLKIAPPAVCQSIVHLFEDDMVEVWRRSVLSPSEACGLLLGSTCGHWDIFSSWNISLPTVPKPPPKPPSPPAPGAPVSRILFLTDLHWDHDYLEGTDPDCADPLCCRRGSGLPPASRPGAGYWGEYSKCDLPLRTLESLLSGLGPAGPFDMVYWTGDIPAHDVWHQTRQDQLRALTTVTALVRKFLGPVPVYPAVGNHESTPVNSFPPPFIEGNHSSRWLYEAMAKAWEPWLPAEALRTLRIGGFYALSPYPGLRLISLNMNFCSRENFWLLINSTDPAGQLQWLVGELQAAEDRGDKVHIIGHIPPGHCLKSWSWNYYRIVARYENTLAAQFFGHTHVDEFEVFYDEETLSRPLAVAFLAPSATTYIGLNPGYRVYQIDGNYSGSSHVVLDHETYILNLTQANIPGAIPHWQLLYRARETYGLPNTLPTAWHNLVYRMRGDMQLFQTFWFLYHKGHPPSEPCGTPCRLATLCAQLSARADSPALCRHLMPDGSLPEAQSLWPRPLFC
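Fluorogenic HMU-PC substrate (9 uM final) is turned over by placental ASM in 60 min at 37 C after a 10 min compound preincubation. Reaction ended by alkaline stop (pH 10), with fluorescence read at 386/447 nm.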
* hit, by the source's call; [ ] = another dose, or the depositor's remark. Unless noted, calls follow the shape of the dose curve; as a rule, active = well fitted curve in the direction sought with a large enough effect; inconclusive = small, poorly fitted or top-dose-only effect, or another doubt; inactive = no such curve, though single readings can be large; an effect the other way counts as inactive or inconclusive.

CCCc1cc(=O)[nH]c(SCC(=O)C(C)(C)C)n1 was read as Eya2 inh 3%, TRPV1 agonist -1, PTAP TSG101 blk -6%, USP2a block 3%, B2AR arrestin 0.0%, Integrin act MD -22%, ELG1 genotoxic 2%, uPA surface inh 4%, p53 reactivator 0%, BRCA1 expr up -3% and ASM inhibitor -4%.
`NC(=O)NC(=O)Nc1ccccc1Cl` gave Eya2 inh 0%, TRPV1 agonist -1, PTAP TSG101 blk -7%, USP2a block -1%, B2AR arrestin -0.2%, Integrin act MD 5%, ELG1 genotoxic 8%, uPA surface inh -3%, p53 reactivator -4%, BRCA1 expr up 30% and ASM inhibitor -1%.
For CCC(CC)=NNc1cccc([N+](=O)[O-])c1 the results were Eya2 inh 14%, TRPV1 agonist 1, PTAP TSG101 blk -2%, USP2a block 3%, B2AR arrestin -0.2%, Integrin act MD 5%, ELG1 genotoxic 2%, uPA surface inh 6%, p53 reactivator inconclusive, BRCA1 expr up -25% and ASM inhibitor -2%.
O=C1CCN(CCCc2ccccc2)CCN1CCO was read as Eya2 inh -9%, TRPV1 agonist -4, USP2a block 0%, B2AR arrestin 0.2%, Integrin act MD -27%, ELG1 genotoxic 4%, uPA surface inh -1%, BRCA1 expr up 0% and ASM inhibitor 7%.
For COc1ccc(NS(=O)(=O)c2cccc(C(=O)NCC(c3cccs3)N3CCOCC3)c2)cc1 (stereo not given) the results were Eya2 inh -2%, PTAP TSG101 blk -4%, USP2a block 0%, B2AR arrestin -0.4%, Integrin act MD 12%, ELG1 genotoxic 1%, uPA surface inh 1%, p53 reactivator -3%, BRCA1 expr up -27% and ASM inhibitor 0%.
Cc1ccc(-n2c(Cn3ncc4ccccc4c3=O)n[nH]c2=S)cc1 was read as Eya2 inh 3%, TRPV1 agonist 2, PTAP TSG101 blk -2%, USP2a block 1%, B2AR arrestin 0.0%, Integrin act MD -16%, ELG1 genotoxic 0%, uPA surface inh -13%, p53 reactivator -10%, BRCA1 expr up -3% and ASM inhibitor 0%.
`O=C(NCCc1ccccc1)c1ccc(CS(=O)Cc2cccc(Cl)c2)o1` (stereo not given) gave Eya2 inh -13%, TRPV1 agonist 19, PTAP TSG101 blk -4%, USP2a block -1%, B2AR arrestin 0.1%, Integrin act MD -18%, ELG1 genotoxic -2%, uPA surface inh 0%, p53 reactivator 15%, BRCA1 expr up -1% and ASM inhibitor 2%.
CCOCCCNC(=O)C(=O)NCCCOCC was read as Eya2 inh 3%, TRPV1 agonist -4, PTAP TSG101 blk 0%, USP2a block 3%, B2AR arrestin -0.3%, Integrin act MD 30%, ELG1 genotoxic 2%, uPA surface inh 5%, p53 reactivator -2%, BRCA1 expr up 16% and ASM inhibitor 7%.
CCOC(=O)CNC(=O)c1sc(NC(=O)c2cccc(F)c2)nc1C was read as Eya2 inh 6%, TRPV1 agonist 3, PTAP TSG101 blk 1%, USP2a block -4%, B2AR arrestin -0.2%, Integrin act MD -2%, ELG1 genotoxic inconclusive, uPA surface inh -3%, p53 reactivator 4%, BRCA1 expr up 8.9µM* and ASM inhibitor 5%.
`COc1ccc(-c2csc(NC(=O)COC(=O)Cc3ccc(Cl)cc3Cl)n2)cc1` gave Eya2 inh 5%, TRPV1 agonist 11, USP2a block 0%, B2AR arrestin -0.1%, ELG1 genotoxic 23µM* and p53 reactivator inconclusive.
Screening Cc1cc(NC(=O)Cn2c(=O)n(Cc3ccccc3)c(=O)c3ccccc32)no1 returned Eya2 inh 12%, TRPV1 agonist 8, PTAP TSG101 blk 0%, USP2a block -1%, B2AR arrestin -0.3%, Integrin act MD -21%, ELG1 genotoxic 6%, uPA surface inh -5%, p53 reactivator -16%, BRCA1 expr up -21% and ASM inhibitor -2%.
Cc1sc(N2C(=O)C3C4C=CC(C4)C3C2=O)c(C#N)c1C (stereo not given) was read as Eya2 inh 5%, TRPV1 agonist 3, PTAP TSG101 blk 0%, USP2a block 1%, B2AR arrestin -1.1%, Integrin act MD 0%, ELG1 genotoxic 2%, uPA surface inh -1%, p53 reactivator 3%, BRCA1 expr up 2% and ASM inhibitor 6%.
For Cc1ccc(-n2cc(CNC(C)c3cnn(C)c3)c(-c3ccc(F)cc3)n2)cc1 (stereo not given) the results were Eya2 inh 2%, TRPV1 agonist 14, PTAP TSG101 blk -2%, USP2a block 9%, B2AR arrestin 0.1%, Integrin act MD -51%[inhibitor], ELG1 genotoxic -11%, uPA surface inh -2%, p53 reactivator -3%, BRCA1 expr up -7% and ASM inhibitor -1%.
`CC(=O)N/C(N)=N/c1nc2cc(C)ccc2o1` gave Eya2 inh -22%, TRPV1 agonist 5, PTAP TSG101 blk -4%, USP2a block 3%, B2AR arrestin -1.1%, Integrin act MD 20%, ELG1 genotoxic 9.2µM*, uPA surface inh inconclusive, p53 reactivator 10%, BRCA1 expr up inconclusive and ASM inhibitor -4%.
CCOCCCNCc1ccc(OCc2ccccc2Cl)cc1 was read as Eya2 inh -2%, TRPV1 agonist -4, PTAP TSG101 blk -4%, USP2a block 1%, B2AR arrestin -0.2%, Integrin act MD -49%[inhibitor], ELG1 genotoxic -4%, uPA surface inh 1%, p53 reactivator -7%, BRCA1 expr up -38% and ASM inhibitor 2%.
Cc1cc2occ(CC(=O)NNC(=O)c3ccccc3)c2cc1C was read as Eya2 inh 1%, TRPV1 agonist 7, PTAP TSG101 blk 1%, USP2a block -1%, B2AR arrestin 0.0%, Integrin act MD 10%, ELG1 genotoxic -2%, uPA surface inh 7%, p53 reactivator -1%, BRCA1 expr up 8% and ASM inhibitor 0%.
COCCn1c(C(=O)N2CCCC2)cc2c1C[C@H]1CN(C(=O)c3ccccc3)[C@@](Cc3ccc(F)cc3)(C(=O)OC)[C@@H]21 was read as Eya2 inh 3%, TRPV1 agonist 18, PTAP TSG101 blk 1%, USP2a block 3%, B2AR arrestin -0.2%, Integrin act MD -9%, ELG1 genotoxic 0%, uPA surface inh 3%, p53 reactivator -2%, BRCA1 expr up -1% and ASM inhibitor 4%.
Screening CN(C(=O)COC(=O)c1ccc(Cl)c(S(=O)(=O)NCc2ccccc2)c1)C1CCS(=O)(=O)C1 (stereo not given) returned PTAP TSG101 blk 1%, Integrin act MD 2%, uPA surface inh -3%, BRCA1 expr up -5% and ASM inhibitor 1%.
For O=C(Cc1cccs1)N1CCN(S(=O)(=O)c2ccccc2)CC1 the results were Eya2 inh 1%, TRPV1 agonist 0, PTAP TSG101 blk 1%, USP2a block 1%, B2AR arrestin -0.4%, Integrin act MD 1%, ELG1 genotoxic 0%, uPA surface inh 1%, p53 reactivator -12%, BRCA1 expr up 35% and ASM inhibitor -5%.
`CCOC(=O)c1ccc(Nc2nnc(C(C)(C)C)c(=O)[nH]2)cc1` gave Eya2 inh 10%, TRPV1 agonist inconclusive, PTAP TSG101 blk -2%, USP2a block -3%, B2AR arrestin -0.6%, Integrin act MD -69%[inhibitor], ELG1 genotoxic -8%, uPA surface inh 1%, p53 reactivator inconclusive, BRCA1 expr up -42% and ASM inhibitor -1%.
Screening Cn1nnnc1NCc1c(F)cccc1Cl returned Eya2 inh 24%, TRPV1 agonist 0, PTAP TSG101 blk -2%, USP2a block 3%, B2AR arrestin 0.1%, Integrin act MD 13%, ELG1 genotoxic 1%, uPA surface inh -7%, p53 reactivator -6%, BRCA1 expr up 2% and ASM inhibitor 1%.
`CN(c1ccc(C(=O)NCC2CCCO2)cc1)S(=O)(=O)c1ccccc1` (stereo not given) gave Eya2 inh 13%, TRPV1 agonist 1, PTAP TSG101 blk -2%, USP2a block 1%, B2AR arrestin -0.4%, Integrin act MD 5%, ELG1 genotoxic -1%, uPA surface inh 3%, p53 reactivator -4%, BRCA1 expr up -13% and ASM inhibitor 3%.
O=C(CN1CCOCC1)Nc1ncc(Cc2cccc(Cl)c2Cl)s1 was read as Eya2 inh -4%, TRPV1 agonist inconclusive, PTAP TSG101 blk -6%, USP2a block -5%, B2AR arrestin 4.9%, Integrin act MD -21%, ELG1 genotoxic 4%, uPA surface inh 3%, p53 reactivator -1%, BRCA1 expr up -22% and ASM inhibitor -2%.
For Cc1nc(-c2ccccn2)nc(SCC(=O)N2CCOCC2)c1Cl the results were Eya2 inh 4%, TRPV1 agonist 0, PTAP TSG101 blk -2%, USP2a block -2%, B2AR arrestin -0.7%, Integrin act MD -13%, ELG1 genotoxic -3%, uPA surface inh 0%, p53 reactivator 3%, BRCA1 expr up 5% and ASM inhibitor 0%.
